p53 reactivation: restores transcriptional activity of mutant p53; H1299 p53-A138V BP100-luciferase reporter, luminescence, 24 h; Potency, µM (highest dose often 92.2 µM), for the others: at the top dose activity change, positive = activation, most hits filed as activators; AID 504706; 320,000 tested, 0.063% active; further: % of control where 0% means no effect; nearly all actives have a fitted effect of over 45% in size
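H1299 (p53-null), stable ts p53-A138V + BP100-Luc; 1000 cells/well, Opti-MEM/10% FBS; cpd 4 pt, 1:5; 24 h, 37 deg C, 5% CO2; detection reagent 10 min RT; luminescence.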
RORgamma inh: ROR gamma (mouse) transcription inhibition; P51450; Drosophila S2 Gal4-RORgamma UAS-luciferase reporter, 20 h; Potency, µM (top dose mostly 53.6 µM), for inactives: at the top dose activity change, negative = inhibition, hits mostly inhibitors; 310,000 tested, 5.4% active; further: on the % scale 0 is the no-effect control and ±100 the full control effect; nearly all actives have a fitted effect of over 60% in size
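Using a luciferase readout, inhibitors were identified by reduced reporter activity in Drosophila cells coexpressing a copper-inducible Gal4–ROR gamma fusion and UAS-driven Photinus luciferase, incubated 20 hr after 700 uM copper sulfate.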
NPC1 prom act: activates the NPC1 promoter; Huh7 NPC1 promoter luciferase reporter, 24 h; Potency, µM (highest dose often 9.22 µM), without a hit: at the top dose activation, hits mostly activators; 320,000 tested, 2.4% active;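 further: % of control where 0% means no effect; nearly all actives have a fitted effect of over 60% in size; reporter is driven by a mutant NPC1 promoter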
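Huh7 reporter cells (NPC1 promoter driving luciferase) are dosed with compound for 24 h at 37 °C, 5% CO2; luciferase detection reagent is then added and luminescence measured after 10 min at ambient temperature.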
Rab9 prom act: Rab9 promoter activation | AID 485297 | Potency, µM (series often up to 9.22 µM), without a hit: at the top dose activation, negative = inhibition, most hits filed as activators | 320,000 tested, 2.8% active | Huh7 Rab9 promoter-luciferase reporter, luminescence, 24 h; further: % of control where 0% means no effect; nearly all actives have a fitted effect of over 60% in size
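Luminescence read-out: Huh7 cells stably expressing Rab9-luciferase, treated 24 h with compound at 37 °C, then lysed with luciferase reagent for 10 min at ambient before reading.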
Gal4-VP16 FLuc: inhibits Gal4-VP16 luciferase reporter, ROR gamma counter-screen; Drosophila S2 Gal4-VP16 UAS-luciferase, luminescence, 20 h; Potency, µM (titrated, usually from 53.6 µM), without a hit: at the highest dose activity, negative = inhibition, most hits filed as inhibitors; 310,000 tested, 3.5% active;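 further: Gal4-VP16 expression switched on by copper sulfate through the metallothionein promoter; on the % scale 0 is the no-effect control and ±100 the full control effect; nearly all actives have a fitted effect of over 50% in size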
FLuc modulator: firefly luciferase modulation, counter-screen for miR-21 project | P08659 | purified FLuc, Km substrates, luminescence inhibition | Potency, µM (series often up to 57.5 µM), for the others: at the top dose activity change, negative = inhibition, hits mostly inhibitors | 360,000 tested, 6.9% active;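 further: plate controls were vehicle for no effect and reference inhibitor for full effect; nearly all actives have a fitted effect of over 55% in size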
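Purified P. pyralis luciferase, 10 nM final, with Km-level 10 uM D-luciferin and 10 uM ATP in 50 mM Tris acetate pH 7.5, 10 mM Mg acetate, 0.01% Tween-20, 0.05% BSA; 6-point qHTS titration about 60 µM downward; luminescence read.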
BRCA1 expr up: activators of BRCA1 expression; MCF7-BRCA1-FFLuc reporter, luminescence, 48 h; response scale: scaled: vehicle 0%, 10 µM genistein 100%; Potency, µM (titrated, usually from 46.1 µM), inactives show top-dose activation, most hits filed as activators; 380,000 tested, 1.1% active; AID 624202; further: nearly all actives have a fitted effect of over 80% in size; some results filed as inactive show a strong effect at the top dose
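Activators of BRCA1 expression were detected as increased firefly luciferase luminescence in engineered MCF7 cells after 48 h compound incubation. Signals were scaled to genistein 10 microM as full activation.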
uPA surface inh: blocks generation of uPA at the cell surface. cell surface uPA generation assay, qHTS. Potency, µM (titrated, usually from 38.3 µM), inactives show top-dose activity change, negative = inhibition, usual class: inhibitors. 330,000 tested, 0.31% active. AID 540303; active means well fitted inhibition curve with a large enough effect; inconclusive means small, poorly fitted or top-dose-only effect; inactive means no such curve, though single readings can be large or run the other way; tested in mouse RAW 264.7 cells; further: on the % scale 0 is the no-effect control and ±100 the full control effect; nearly all actives have a fitted effect of over 55% in size
ELG1 genotox: induces genotoxicity in HEK293T cells with luciferase-tagged ELG1. Potency, µM (titrated, usually from 46 µM), for inactives: at the top dose activity change, positive = activation, usual class: activators. 330,000 tested, 1.3% active. HEK293T ELG1-luciferase reporter, luminescence, 16 h; further: % of control where 0% means no effect; nearly all actives have a fitted effect of over 60% in size
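Luminescence read-out: rising ELG1-luciferase signal, reflecting elevated ELG1 protein under genetic stress, flags genotoxic compounds. Cells were treated for 16 hr at 37 °C before ONE-Glo detection.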
MBNL1-CUG inh: MBNL1-poly(CUG) RNA binding inhibition | Q9NR56 | Potency, µM (top dose mostly 57.5 µM), for inactives: top-dose activity change, negative = inhibition, usual class: inhibitors | TR-FRET MBNL1-His/biotin-(CUG)12 binding, 665/545 ratio | 280,000 tested, 0.036% active; active means well fitted inhibition curve with a large enough effect in the signal ratio, with a control signal flat, not every such curve was filed as active; inconclusive means small, poorly fitted or top-dose-only effect, or effect the other way, or a change in a side signal; inactive means no such curve, though single readings can be large or run the other way; the % refers to the signal ratio; further: on the % scale 0 is the no-effect control and ±100 the full control effect
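Inhibition of protein-RNA binding appears as loss of TR-FRET between terbium anti-His antibody on MBNL1-His and streptavidin-XL665 on biotin-(CUG)12. Activity is normalized to buffer-only and uninhibited-complex controls.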
CXXC DNA block: MLL CXXC-DNA interaction inhibition | Q03164 | MLL-CXXC / FITC-HOXA9 DNA fluorescence polarization | Potency, µM (top dose mostly 115 µM), inactives show at the top dose activity change, negative = inhibition, hits mostly inhibitors | 290,000 tested, 0.037% active | AID 2662; active means well fitted inhibition curve with a large enough effect in the polarisation, with a control signal flat, not every such curve was filed as active; inconclusive means small, poorly fitted or top-dose-only effect, or effect the other way, or a change in a side signal; inactive means no such curve, though single readings can be large or run the other way; the % refers to the polarisation
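Fluorescence polarization: 7 uM MLL-CXXC (stock) preincubated 5 min with compounds, then 50 nM fluorescein-HOX-A9 DNA (stock) added; 30 min ambient. Buffer 50 mM Tris-HCl pH 7.5, 50 mM NaCl, 1 mM DTT, 0.05% BSA.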
An asterisk follows results filed as active; ? = inconclusive; . = not tested or not shown; [ ] = dose if it differs, or a comment. Unless noted, the call rests on the fitted dose curve; in most records, active means well fitted curve in the direction sought with a large enough effect; inconclusive means small, poorly fitted or top-dose-only effect, or another doubt; inactive means no such curve, though single readings can be large; an effect the other way counts as inactive or inconclusive. Potency means the concentration at half of the fitted maximal effect.

SMILES	p53 reactivation	RORgamma inh	NPC1 prom act	Rab9 prom act	Gal4-VP16 FLuc	FLuc modulator	BRCA1 expr up	uPA surface inh	ELG1 genotox	MBNL1-CUG inh	CXXC DNA block
Cc1cc2nc(C3CCCN(C(=S)Nc4ccccc4)C3)[nH]c2cc1C (stereo not drawn)	-4.2%	12.6µM*	-0.7%	-3.2%	?	?	-10.9%	-4.7%	3.9%	-3.2%	6.6%
O=C(CSc1ccc(Cl)cc1)Nc1nnc(-c2ccco2)o1	6.6%	.	3.4%	-1.9%	.	7.5%	-21.8%	-2.8%	-8.3%	.	.
CC(=O)c1ccc(S(=O)(=O)Nc2ccc(-n3cnnn3)cc2)cc1	-0.8%	.	-4.0%	-2.0%	.	5.3%	13.4%	-11.4%	2.5%	.	.
COc1ccc(Cc2nnc(SCC(=O)c3ccc(OC)cc3)o2)cc1	-16.3%	1.6%	0.8%	-5.0%	11.2%	3.3%	-8.0%	-8.2%	?	6.4%	-3.7%
Cc1cc(NS(=O)(=O)c2cccc([N+](=O)[O-])c2)no1	13.8%	-35.5%	-3.4%	5.1%	-8.6%	3.5%	11.8%	2.6%	-3.6%	?	-6.5%
CCC1CCCCN1Cc1c(O)ccc2c(=O)c(-c3ccccc3)coc12 (stereo not drawn)	.	-8.5%	-6.0%	2.6%	-7.9%	4.4%	-24.9%	-5.4%	-0.4%	5.9%	8.8%
CCOc1cc(C(=O)Nc2cc3c(cc2N2CCCC2)n(C)c(=O)n3C)cc(OCC)c1OCC	2.6%	-9.0%	-2.2%	-4.3%	2.1%	-2.2%	-20.6%	-1.2%	3.7%	-1.7%	-2.5%
Cc1ccc(OCC(=O)NCc2cccs2)c([N+](=O)[O-])n1	6.6%	-24.1%	0.2%	11.1%	-1.5%	-0.3%	43.3%	-7.2%	8.2%	?	20.1%
O=C(NCc1nnc(SCC(=O)N2CCC(Cc3ccccc3)CC2)o1)c1ccccc1F	-7.4%	19.2%	-4.5%	-0.8%	0.1%	-2.6%	0.2%	-12.1%	-4.9%	1.2%	-1.3%
COc1ccc(NS(=O)(=O)c2ccc3c(c2)NC(=O)C(C)S3)cc1 (stereo not drawn)	0.5%	?	0.0%	1.7%	-29.0%	1.5%	-26.8%	7.0%	-2.4%[9.26 µM]	-13.5%	-9.0%

Continued (two carried over from the part before).
SMILES	p53 reactivation	RORgamma inh	NPC1 prom act	Rab9 prom act	Gal4-VP16 FLuc	FLuc modulator	BRCA1 expr up	uPA surface inh	ELG1 genotox	MBNL1-CUG inh	CXXC DNA block
O=C(NCc1nnc(SCC(=O)N2CCC(Cc3ccccc3)CC2)o1)c1ccccc1F	-7.4%	19.2%	-4.5%	-0.8%	0.1%	-2.6%	0.2%	-12.1%	-4.9%	1.2%	-1.3%
COc1ccc(NS(=O)(=O)c2ccc3c(c2)NC(=O)C(C)S3)cc1 (stereo not drawn)	0.5%	?	0.0%	1.7%	-29.0%	1.5%	-26.8%	7.0%	-2.4%[9.26 µM]	-13.5%	-9.0%
O=[N+]([O-])c1cc(Cl)cc(C2=NCCN2)c1	13.6%	-35.3%	-0.6%	7.4%	-3.1%	-0.5%	-49.6%	-6.9%	-6.3%	?	2.1%
O=C(NCc1cccnc1)c1ccccc1Br	-2.8%	-39.2%[0.365 µM]	-1.5%	-1.6%	.	-0.9%	-11.8%	.	-0.5%	-8.8%	-5.7%
O=C(CSC1=NC(=O)C(c2ccccc2)C(=O)N1)Nc1ccccc1[N+](=O)[O-] (stereo not drawn)	4.8%	-8.1%	-6.1%	-2.8%	-11.9%	-2.6%	21.0%	2.9%	-4.2%	?	5.4%
O=C(Nc1nc2ccc(F)cc2s1)c1cccs1	?	?	3.16µM*	1.12µM*	-6.5%	2.39µM*	?	-5.7%	?	10.1%	-3.2%
CC1Cc2ccccc2N1C(=O)CSc1nnnn1Cc1ccccc1 (stereo not drawn)	-17.1%	30.6%	-1.0%	2.0%	5.9%	4.0%	-39.2%	-0.1%	-5.7%	6.1%	10.5%
CCCNc1cc(=S)nc(N)[nH]1	-2.0%	-35.2%	1.5%	-1.7%	2.6%	-0.4%	0.0%	-2.0%	-6.1%	-10.7%	-0.8%
NC(=O)c1ccccc1NS(=O)(=O)c1ccc2c(c1)OCCO2	-1.9%	10.0%	0.7%	4.7%	-9.8%	0.5%	-6.8%[1.84 µM]	0.2%	-8.2%	-8.0%	-7.3%
Cc1ccc(OS(=O)Nc2cccc3nccnc23)cc1 (stereo not drawn)	-3.4%	3.98µM*	0.3%	7.9%	3.16µM*	-1.6%	-29.1%	-7.7%	-8.3%	?	-9.7%
Cc1cc(Nc2ccc(Cl)cc2)n2nnnc2n1	-2.4%	8.4%	-6.6%	-4.1%	-7.5%	2.1%	-30.0%	-1.8%	3.7%	-2.0%	4.1%
CNC(=O)COC(=O)c1ccc2c(c1)NC(=O)C1CCCN21 (stereo not drawn)	-2.6%	-3.4%	-3.4%	0.3%	2.3%	-3.3%	.	.	18.4%	3.0%	19.3%
CCN(CC)C(=O)CSc1nc(O)cc(=O)n1-c1ccccc1OC	4.6%	26.7%	-2.6%	1.2%	-7.9%	0.5%	-7.3%	3.9%	2.3%	4.0%	-5.9%
CCc1c(O)nc(SCC(=O)Nc2ccccc2C)n(-c2ccc(C)cc2)c1=O	13.8%	33.3%	-1.6%	0.1%	-3.7%	0.3%	-1.4%	-3.7%	0.7%	-8.3%	17.3%
C=CCn1c(Cc2ccc(OC)cc2)nnc1SCC(=O)NCCc1ccccc1	0.4%	47.8%	1.9%	0.2%	2.4%	5.5%	-1.7%	.	1.0%	6.6%	-1.2%
Cc1cccc2cc(-c3nc4ccc(C(=O)O)cc4[nH]3)c(=O)oc12	7.9%	2.82µM*	?	?	5.01µM*	0.426µM*	0.7%	-14.1%	?	?	-5.2%
CCCCNC(=S)N(Cc1ccco1)Cc1cc2cc3c(cc2[nH]c1=O)OCCO3	-3.7%	?	-1.4%	0.6%	-8.5%	-2.0%	-24.3%	-11.5%	-8.1%	.	6.3%
COc1ccc(CN(C(=O)Cn2nnc3ccccc32)C(C(=O)NC(C)(C)C)c2ccco2)cc1 (stereo not drawn)	1.7%	5.7%	-3.2%	-1.2%	0.4%	0.9%	0.1%	.	4.9%	-2.6%	-18.7%
COCc1cccc(NC(=O)Cc2cccc3ccccc23)c1	-2.4%	18.6%	0.0%	2.8%	0.6%	?	11.5%	0.5%	1.1%	8.9%	-5.3%
NC1=NC(=O)S/C1=C\c1ccc(F)cc1	-3.8%	5.6%	-6.5%	-4.3%	4.4%	-0.1%	-14.8%	-4.9%	-2.9%	9.5%	9.3%
O=C(N/C(=C\c1cccc(Br)c1)C(=O)N1CCOCC1)c1ccco1	1.5%	-5.5%	2.4%	12.1%	1.9%	-0.6%	9.3%	-4.2%	-4.1%	-1.7%	5.1%
O=C(O)CCC(=O)Nc1ccc(N=Nc2ccccc2)cc1	4.1%	-2.0%	11.6%	16.2%	1.7%	10.7µM*	68.5%	-6.8%	9.6%	?	-12.8%
O=C(NCc1ccccc1)c1cc(S(=O)(=O)N2CCOCC2)ccc1F	-1.5%	16.5%	0.2%	8.7%	5.1%	2.7%	1.5%	-4.3%	1.5%	5.7%	1.9%
O=C(c1cccc(S(=O)(=O)N2CCN(c3ccccc3)CC2)c1)N1CC=C(c2ccccc2)CC1	13.0%	19.8%	-2.3%	1.0%	2.1%	3.6%	11.0%	-0.4%	-13.5%	-0.7%	10.3%
Cc1ccc(CC(NC(=O)c2ccccc2)C(=O)NC(Cc2ccccc2)C(=O)O)cc1 (stereo not drawn)	0.6%	26.2%	-4.2%	-3.5%	1.9%	?	-11.1%	0.1%	9.3%	0.0%	-0.4%

Compound profiles, from the list above. Order of values: p53 reactivation, RORgamma inh, NPC1 prom act, Rab9 prom act, Gal4-VP16 FLuc, FLuc modulator, BRCA1 expr up, uPA surface inh, ELG1 genotox, MBNL1-CUG inh, CXXC DNA block
Entry for COCc1cccc(NC(=O)Cc2cccc3ccccc23)c1 = -2.4%, 18.6%, 0.0%, 2.8%, 0.6%, ?, 11.5%, 0.5%, 1.1%, 8.9%, -5.3%
Entry for Cc1ccc(CC(NC(=O)c2ccccc2)C(=O)NC(Cc2ccccc2)C(=O)O)cc1 (stereo not drawn) = 0.6%, 26.2%, -4.2%, -3.5%, 1.9%, ?, -11.1%, 0.1%, 9.3%, 0.0%, -0.4%
Entry for O=C(O)CCC(=O)Nc1ccc(N=Nc2ccccc2)cc1 = 4.1%, -2.0%, 11.6%, 16.2%, 1.7%, 10.7µM*, 68.5%, -6.8%, 9.6%, ?, -12.8%

These rows are one share of the data (hit frequency here may not be typical).
